From PubChem
AMPAR-TARP mod: GluA2-stargazin AMPA receptor complex modulation | AID 1259245 | HEK293 GluA2+stargazin, membrane potential dye (FDSS), glutamate EC50; hits were called plate by plate, in both directions | 40,000 compounds, 3.5% hits | calls only at 30 µM;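 active means any of four per-well response measures lying three or more SD from its plate-wide compound average, in either direction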
Target sequence (O88602 whole entry, looked up): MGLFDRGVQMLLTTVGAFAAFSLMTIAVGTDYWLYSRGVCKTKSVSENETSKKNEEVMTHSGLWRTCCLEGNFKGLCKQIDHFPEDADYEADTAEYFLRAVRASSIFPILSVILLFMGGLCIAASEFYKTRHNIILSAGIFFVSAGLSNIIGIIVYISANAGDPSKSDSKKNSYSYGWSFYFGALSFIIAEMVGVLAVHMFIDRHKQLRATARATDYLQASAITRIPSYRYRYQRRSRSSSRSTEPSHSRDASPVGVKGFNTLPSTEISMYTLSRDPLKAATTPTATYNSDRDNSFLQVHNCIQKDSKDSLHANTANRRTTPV
Target sequence (P19491 whole entry, looked up): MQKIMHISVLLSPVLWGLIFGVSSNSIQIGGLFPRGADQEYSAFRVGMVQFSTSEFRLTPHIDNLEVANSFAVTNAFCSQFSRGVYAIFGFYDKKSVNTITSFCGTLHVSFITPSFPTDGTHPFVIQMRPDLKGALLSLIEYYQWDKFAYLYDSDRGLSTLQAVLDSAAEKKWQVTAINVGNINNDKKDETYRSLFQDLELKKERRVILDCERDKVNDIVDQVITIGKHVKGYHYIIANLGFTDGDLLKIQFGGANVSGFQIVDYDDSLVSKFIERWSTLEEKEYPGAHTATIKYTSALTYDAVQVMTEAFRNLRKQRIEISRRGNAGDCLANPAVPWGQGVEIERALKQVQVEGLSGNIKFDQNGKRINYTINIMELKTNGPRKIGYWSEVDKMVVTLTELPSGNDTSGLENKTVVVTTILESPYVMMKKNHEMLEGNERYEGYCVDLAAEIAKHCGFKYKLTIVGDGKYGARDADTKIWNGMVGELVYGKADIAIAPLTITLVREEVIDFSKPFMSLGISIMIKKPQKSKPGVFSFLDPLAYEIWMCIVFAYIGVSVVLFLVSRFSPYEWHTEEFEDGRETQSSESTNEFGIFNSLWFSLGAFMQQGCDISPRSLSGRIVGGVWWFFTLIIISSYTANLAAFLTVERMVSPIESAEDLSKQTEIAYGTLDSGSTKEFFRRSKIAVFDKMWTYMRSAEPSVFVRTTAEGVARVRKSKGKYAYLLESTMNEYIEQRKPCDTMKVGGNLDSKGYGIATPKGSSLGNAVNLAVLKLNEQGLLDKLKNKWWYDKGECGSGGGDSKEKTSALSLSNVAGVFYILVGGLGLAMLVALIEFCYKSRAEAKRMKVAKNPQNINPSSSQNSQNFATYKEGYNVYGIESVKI
AMPAR-TARP mod agonism max-min: second read-out of AMPAR-TARP mod, no call of its own (marks repeat the call); compound max-min signal; compound-alone response (agonism);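 unitless range of fluorescence divided by baseline over first 100 seconds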
AMPAR-TARP mod glutamate slope: also measured in AMPAR-TARP mod; calls as there; glutamate slope, % of max; measured here: glutamate response slope, % max;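 scaled per plate between vehicle wells and maximal 1 mM glutamate control wells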
* hit, by the source's call.

Results for CCOc1cccc2cc(S(=O)(=O)c3ccc(F)c(Cl)c3)c(=O)oc12 ?
AMPAR-TARP mod: inactive; AMPAR-TARP mod agonism max-min: 0.103; AMPAR-TARP mod glutamate slope: 55.3

Results for O=S(=O)(c1ccc(Cl)cc1)c1nc(-c2ccco2)oc1N1CCCC1 ?
AMPAR-TARP mod: inactive; AMPAR-TARP mod agonism max-min: 0.113; AMPAR-TARP mod glutamate slope: 48.3

What do the screens show for `Cc1nc2ccccn2c1C(=O)NCC(O)(c1ccco1)C1CC1` (centres undefined)?
AMPAR-TARP mod: inactive; AMPAR-TARP mod agonism max-min: 0.154; AMPAR-TARP mod glutamate slope: 49.7

What do the screens show for `Cn1cccc1C(O)CNC(=O)Nc1ccccc1Cl` (centres undefined)?
AMPAR-TARP mod: inactive; AMPAR-TARP mod agonism max-min: 0.115; AMPAR-TARP mod glutamate slope: 63.2

Results for Cc1cc(C)cc(OC(=O)CS(=O)c2ccc(S(C)(=O)=O)cc2[N+](=O)[O-])c1 (centres undefined) ?
AMPAR-TARP mod: inactive; AMPAR-TARP mod agonism max-min: 0.0581; AMPAR-TARP mod glutamate slope: 50.3

How did O=S(=O)(c1ccccc1F)N1CCN(c2ccc3nnc(-c4ccco4)n3n2)CC1 do in these assays?
AMPAR-TARP mod: active; AMPAR-TARP mod agonism max-min: 0.248*; AMPAR-TARP mod glutamate slope: 33.1*

Results for O=C(Cc1ccc(-c2ccccc2)cc1)N1CCN(c2ncnc3c2nnn3Cc2ccccc2)CC1 ?
AMPAR-TARP mod: inactive; AMPAR-TARP mod agonism max-min: 0.0678; AMPAR-TARP mod glutamate slope: 49.3

What do the screens show for `COc1ccc(S(=O)(=O)Nc2ccc(CC(=O)NC3CC3)cc2)cc1OC`?
AMPAR-TARP mod: inactive; AMPAR-TARP mod agonism max-min: 0.0608; AMPAR-TARP mod glutamate slope: 32.4

How did COc1cccc(C(=O)Nc2cc(C3CC3)nn2-c2nc(C(C)C)cc(=O)[nH]2)c1OC do in these assays?
AMPAR-TARP mod: inactive; AMPAR-TARP mod agonism max-min: 0.069; AMPAR-TARP mod glutamate slope: 76.1

Results for Cc1ccc(-c2ccc(=O)n(CC(=O)N3CCc4ccccc43)n2)cc1 ?
AMPAR-TARP mod: inactive; AMPAR-TARP mod agonism max-min: 0.0585; AMPAR-TARP mod glutamate slope: 59.5

How did COc1ccc(C(=O)Nc2cc3c4c(c2)CCC(=O)N4CCC3)cc1OC do in these assays?
AMPAR-TARP mod: inactive; AMPAR-TARP mod agonism max-min: 0.0773; AMPAR-TARP mod glutamate slope: 53.4

What do the screens show for `O=C(Nc1ccc(C(F)(F)F)cc1)c1ccc(N2CCCCS2(=O)=O)cc1`?
AMPAR-TARP mod: inactive; AMPAR-TARP mod agonism max-min: 0.103; AMPAR-TARP mod glutamate slope: 55.1

What do the screens show for `COCCNC(=O)Cc1ccc(NC(=O)c2ccc(Br)cc2)cc1`?
AMPAR-TARP mod: inactive; AMPAR-TARP mod agonism max-min: 0.079; AMPAR-TARP mod glutamate slope: 51.1

How did Cc1cc(NS(=O)(=O)c2ccc(F)cc2C)n(C2CCS(=O)(=O)C2)n1 (centres undefined) do in these assays?
AMPAR-TARP mod: inactive; AMPAR-TARP mod agonism max-min: 0.0968; AMPAR-TARP mod glutamate slope: 63.8

How did Cc1cc(C)c(N(CC(O)CNCC(=O)O)S(C)(=O)=O)c(C)c1 (centres undefined) do in these assays?
AMPAR-TARP mod: inactive; AMPAR-TARP mod agonism max-min: 0.121; AMPAR-TARP mod glutamate slope: 59.6

Fetched by compound from the list above:
How did Cc1cc(C)c(N(CC(O)CNCC(=O)O)S(C)(=O)=O)c(C)c1 (centres undefined) do in these assays?
AMPAR-TARP mod: inactive; AMPAR-TARP mod agonism max-min: 0.121; AMPAR-TARP mod glutamate slope: 59.6

What do the screens show for `Cn1cccc1C(O)CNC(=O)Nc1ccccc1Cl` (centres undefined)?
AMPAR-TARP mod: inactive; AMPAR-TARP mod agonism max-min: 0.115; AMPAR-TARP mod glutamate slope: 63.2

Additional records
How did CC(=O)Nc1ccc(OS(=O)(=O)N(C)C)cc1 do in these assays?
AMPAR-TARP mod: inactive; AMPAR-TARP mod agonism max-min: 0.0894; AMPAR-TARP mod glutamate slope: 58.9

How did COc1ccc(NC(=O)Cn2c(C)cc(C)c(S(=O)(=O)c3ccccc3)c2=O)c(OC)c1 do in these assays?
AMPAR-TARP mod: inactive; AMPAR-TARP mod agonism max-min: 0.0654; AMPAR-TARP mod glutamate slope: 65.0

What do the screens show for `COC(=O)c1ccc(NC(=O)Cn2nc(C(=O)Nc3ccc(C)cc3)ccc2=O)cc1`?
AMPAR-TARP mod: inactive; AMPAR-TARP mod agonism max-min: 0.0388; AMPAR-TARP mod glutamate slope: 51.3

Results for CC(C)C(=O)Nc1ccc(SCC(=O)Nc2ccccc2F)nn1 ?
AMPAR-TARP mod: inactive; AMPAR-TARP mod agonism max-min: 0.0933; AMPAR-TARP mod glutamate slope: 63.4

What do the screens show for `COCCN1CCC(CNS(=O)(=O)c2ccc(OC)c(F)c2)CC1`?
AMPAR-TARP mod: inactive; AMPAR-TARP mod agonism max-min: 0.0566; AMPAR-TARP mod glutamate slope: 40.8

How did COc1ccc(CNC(=O)NCC2(O)CCOCC2)cc1OC do in these assays?
AMPAR-TARP mod: inactive; AMPAR-TARP mod agonism max-min: 0.118; AMPAR-TARP mod glutamate slope: 73.9

Results for COc1ccc(N2CCCS2(=O)=O)cc1NC(=O)C(=O)Nc1ccc(C(N)=O)cc1 ?
AMPAR-TARP mod: inactive; AMPAR-TARP mod agonism max-min: 0.127; AMPAR-TARP mod glutamate slope: 45.8

Results for COc1cc(C(C)=O)ccc1OCC(O)CNc1ccc(C)cc1 (centres undefined) ?
AMPAR-TARP mod: inactive; AMPAR-TARP mod agonism max-min: 0.133; AMPAR-TARP mod glutamate slope: 54.7

What do the screens show for `CCC(=O)N1CCc2ccc(NC(=O)c3cn(C)nc3OC)cc2C1`?
AMPAR-TARP mod: inactive; AMPAR-TARP mod agonism max-min: 0.136; AMPAR-TARP mod glutamate slope: 57.1

How did O=C(c1ccc(N2CCCC2)nn1)N1CCN(c2ccc(F)c(Cl)c2)CC1 do in these assays?
AMPAR-TARP mod: inactive; AMPAR-TARP mod agonism max-min: 0.0591; AMPAR-TARP mod glutamate slope: 64.2

How did Cc1cc(NC(=O)CCCc2ccccc2)n(-c2nc3c(cnn3-c3ccc(C)c(C)c3)c(=O)[nH]2)n1 do in these assays?
AMPAR-TARP mod: inactive; AMPAR-TARP mod agonism max-min: 0.0813; AMPAR-TARP mod glutamate slope: 47.1

How did Cc1cc(-c2nnc(NC(=O)/C=C/c3ccccc3Cl)o2)nn1C do in these assays?
AMPAR-TARP mod: inactive; AMPAR-TARP mod agonism max-min: 0.137; AMPAR-TARP mod glutamate slope: 40.1

What do the screens show for `COc1cc(C(C)=O)ccc1OCC(O)CN1CCOCC1` (centres undefined)?
AMPAR-TARP mod: inactive; AMPAR-TARP mod agonism max-min: 0.179; AMPAR-TARP mod glutamate slope: 82.8

What do the screens show for `COc1cccc(C(=O)Nc2cc(C)on2)c1OC`?
AMPAR-TARP mod: inactive; AMPAR-TARP mod agonism max-min: 0.126; AMPAR-TARP mod glutamate slope: 73.1

How did CC(=O)N1CCc2c(sc(NC(=O)c3ccc(S(=O)(=O)N(C)C4CCCC4)cc3)c2C#N)C1 do in these assays?
AMPAR-TARP mod: inactive; AMPAR-TARP mod agonism max-min: 0.107; AMPAR-TARP mod glutamate slope: 64.0

Brought forward from above: 3 entries, then new ones.
What do the screens show for `COc1cc(C(C)=O)ccc1OCC(O)CN1CCOCC1` (centres undefined)?
AMPAR-TARP mod: inactive; AMPAR-TARP mod agonism max-min: 0.179; AMPAR-TARP mod glutamate slope: 82.8

What do the screens show for `COc1cccc(C(=O)Nc2cc(C)on2)c1OC`?
AMPAR-TARP mod: inactive; AMPAR-TARP mod agonism max-min: 0.126; AMPAR-TARP mod glutamate slope: 73.1

How did CC(=O)N1CCc2c(sc(NC(=O)c3ccc(S(=O)(=O)N(C)C4CCCC4)cc3)c2C#N)C1 do in these assays?
AMPAR-TARP mod: inactive; AMPAR-TARP mod agonism max-min: 0.107; AMPAR-TARP mod glutamate slope: 64.0

What do the screens show for `Cn1nnc2c(N3CCN(C(=O)COc4ccc5ccccc5c4)CC3)ncnc21`?
AMPAR-TARP mod: inactive; AMPAR-TARP mod agonism max-min: 0.082; AMPAR-TARP mod glutamate slope: 54.3

What do the screens show for `COc1ccc(-c2ccc(N3CCCC(C(=O)Nc4nccs4)C3)nn2)cc1` (centres undefined)?
AMPAR-TARP mod: inactive; AMPAR-TARP mod agonism max-min: 0.0755; AMPAR-TARP mod glutamate slope: 56.0

Results for O=C(c1ccco1)N1CCN(C(=O)c2cccn2CC(=O)N2CCc3ccccc32)CC1 ?
AMPAR-TARP mod: inactive; AMPAR-TARP mod agonism max-min: 0.0901; AMPAR-TARP mod glutamate slope: 60.6

What do the screens show for `O=S(=O)(Nc1cc(Cl)ccc1O)c1cc(Cl)ccc1Cl`?
AMPAR-TARP mod: active; AMPAR-TARP mod agonism max-min: 0.22*; AMPAR-TARP mod glutamate slope: 33.0*

How did Cc1cc(NC(=O)COc2ccccc2F)n(-c2nc(-c3cccs3)cs2)n1 do in these assays?
AMPAR-TARP mod: inactive; AMPAR-TARP mod agonism max-min: 0.0354; AMPAR-TARP mod glutamate slope: 39.9

How did CCCOc1ccc(N2CCN(C(=O)C3CC(=O)N(c4ccc(OC)cc4)C3)CC2)nn1 (centres undefined) do in these assays?
AMPAR-TARP mod: inactive; AMPAR-TARP mod agonism max-min: 0.0773; AMPAR-TARP mod glutamate slope: 60.5

How did Cn1c(C(F)(F)F)nn(CCNC(=O)COc2ccc(Cl)cc2Cl)c1=O do in these assays?
AMPAR-TARP mod: inactive; AMPAR-TARP mod agonism max-min: 0.138; AMPAR-TARP mod glutamate slope: 53.6

Results for CCCCc1ccc(-n2c(C)c(C)n3c4c(=O)n(C(C)C(=O)OC)c(=O)n(C)c4nc23)cc1 (centres undefined) ?
AMPAR-TARP mod: inactive; AMPAR-TARP mod agonism max-min: 0.0454; AMPAR-TARP mod glutamate slope: 72.7

How did CCOC(=O)N1CCN(C(=O)c2csc(-c3cnccn3)n2)CC1 do in these assays?
AMPAR-TARP mod: inactive; AMPAR-TARP mod agonism max-min: 0.131; AMPAR-TARP mod glutamate slope: 49.0

How did Cc1ccc(NC(=O)C(C)(C)CCl)cc1N1CCCCC1=O do in these assays?
AMPAR-TARP mod: inactive; AMPAR-TARP mod agonism max-min: 0.052; AMPAR-TARP mod glutamate slope: 44.9

Results for CCOC(=O)C1=C(C)N(C)C(=O)NC1c1cc(OC)c(OC)c(OC)c1 (centres undefined) ?
AMPAR-TARP mod: inactive; AMPAR-TARP mod agonism max-min: 0.0926; AMPAR-TARP mod glutamate slope: 65.8

How did COC(=O)C1=C(CS(=O)(=O)c2ccccc2)NC(=O)NC1c1ccc(OC)c(OC)c1 (centres undefined) do in these assays?
AMPAR-TARP mod: active; AMPAR-TARP mod agonism max-min: 0.125*; AMPAR-TARP mod glutamate slope: 33.5*

How did COc1ccc(C2NC(=O)NC(C)=C2C(=O)Nc2ccccc2F)c(OC)c1 (centres undefined) do in these assays?
AMPAR-TARP mod: inactive; AMPAR-TARP mod agonism max-min: 0.0416; AMPAR-TARP mod glutamate slope: 56.6

How did O=C(CS(=O)(=O)c1ccc(Cl)s1)N1CCN(c2ccccc2F)CC1 do in these assays?
AMPAR-TARP mod: inactive; AMPAR-TARP mod agonism max-min: 0.0899; AMPAR-TARP mod glutamate slope: 46.6

How did COc1ccc(-c2nnc3ccc(OCCNC(=O)C(F)(F)F)nn23)cc1OC do in these assays?
AMPAR-TARP mod: inactive; AMPAR-TARP mod agonism max-min: 0.159; AMPAR-TARP mod glutamate slope: 38.3

Results for COc1ccc(OC)c2sc(N(CC3CCCO3)C(=O)c3cc4ccccc4o3)nc12 (centres undefined) ?
AMPAR-TARP mod: inactive; AMPAR-TARP mod agonism max-min: 0.0831; AMPAR-TARP mod glutamate slope: 68.0

Results for Cn1cccc1C(O)CNC(=O)c1cnc2ccccc2n1 (centres undefined) ?
AMPAR-TARP mod: inactive; AMPAR-TARP mod agonism max-min: 0.109; AMPAR-TARP mod glutamate slope: 61.4

Results for O=C(CCc1ccccc1)N(Cc1ccco1)c1nc2ccc(Br)cc2s1 ?
AMPAR-TARP mod: inactive; AMPAR-TARP mod agonism max-min: 0.0711; AMPAR-TARP mod glutamate slope: 63.7

What do the screens show for `CCCn1c(=O)c2c(nc3n(-c4ccc(C(=O)OCC)cc4)c(C)cn23)n(C)c1=O`?
AMPAR-TARP mod: inactive; AMPAR-TARP mod agonism max-min: 0.0836; AMPAR-TARP mod glutamate slope: 40.2

How did COc1cc(-c2ccc(SCC(=O)N3CCC(C)CC3)nn2)cc(OC)c1OC do in these assays?
AMPAR-TARP mod: inactive; AMPAR-TARP mod agonism max-min: 0.0371; AMPAR-TARP mod glutamate slope: 51.1

How did CCOc1ccccc1C(=O)Nc1ccc(N2CCCCC2=O)c(C)c1 do in these assays?
AMPAR-TARP mod: inactive; AMPAR-TARP mod agonism max-min: 0.0906; AMPAR-TARP mod glutamate slope: 42.4

What do the screens show for `O=C(Nc1ccc(Cl)c([N+](=O)[O-])c1)c1ccc(=O)n(Cc2cccc(Cl)c2)c1`?
AMPAR-TARP mod: inactive; AMPAR-TARP mod agonism max-min: 0.0437; AMPAR-TARP mod glutamate slope: 54.8

Results for CC(Oc1cccc(F)c1)C(=O)NCCn1nc(-c2cccs2)ccc1=O (centres undefined) ?
AMPAR-TARP mod: inactive; AMPAR-TARP mod agonism max-min: 0.0271; AMPAR-TARP mod glutamate slope: 55.6

Not all compounds are listed (hit frequency here may not be typical).
